# Source: PubChem (several laboratories)
# Mcl1-Noxa inh = Mcl-1/Noxa binding inhibitors, primary screen, biochemical, TR-FRET, 1536-well; TR-FRET Mcl-1/Noxa peptide binding, 2 h; inhibition, % at 21.7 µM; hit rate 1.5% among 220,000; Induced myeloid leukemia cell differentiation protein Mcl-1 (Homo sapiens), Q07820;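 active = compounds that cut the protein-peptide binding signal by more than 50% relative to plate controls in a single-dose test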;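 also: His-tagged Mcl-1 with rhodamine Noxa BH3 peptide and terbium anti-His antibody; 0% = Mcl-1 plus Noxa peptide wells and 100% = peptide-only wells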
# Target sequence (Q07820 whole entry, looked up): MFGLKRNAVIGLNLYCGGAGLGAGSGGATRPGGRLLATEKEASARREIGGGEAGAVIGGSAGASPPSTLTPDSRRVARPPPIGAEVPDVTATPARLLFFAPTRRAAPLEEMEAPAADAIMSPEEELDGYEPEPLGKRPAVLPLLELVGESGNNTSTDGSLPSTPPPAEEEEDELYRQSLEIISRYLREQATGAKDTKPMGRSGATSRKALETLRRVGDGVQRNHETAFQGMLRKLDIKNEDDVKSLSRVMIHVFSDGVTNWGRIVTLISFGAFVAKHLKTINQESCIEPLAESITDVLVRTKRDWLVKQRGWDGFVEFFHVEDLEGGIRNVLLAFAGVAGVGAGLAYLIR
# Bcl-XL Bim block = inhibitors of Bim-Bcl-XL binding, primary screen, biochemical, multiplexed, bead flow cytometry, human Bcl-XL | inhibition, % at 10 µM | hit rate 0.04% among 190,000 | Bcl-2-like protein 1 (Homo sapiens), Q07817 | Bim peptide-Bcl-XL binding, fluorescence
# Target sequence (Q07817 whole entry, looked up): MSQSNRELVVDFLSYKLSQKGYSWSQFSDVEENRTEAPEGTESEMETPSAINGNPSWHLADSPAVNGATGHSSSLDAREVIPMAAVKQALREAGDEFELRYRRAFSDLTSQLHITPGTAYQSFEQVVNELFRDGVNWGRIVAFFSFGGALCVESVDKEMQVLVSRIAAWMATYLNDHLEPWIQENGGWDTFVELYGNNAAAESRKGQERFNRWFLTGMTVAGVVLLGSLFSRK
# Mcl1-Bid inh = Mcl-1/Bid binding inhibitors, primary screen, biochemical, TR-FRET, 1536-well. hit rate 0.97% among 220,000. inhibition, % at 21.7 µM. TR-FRET Mcl-1/Bid-Dy647 peptide binding. Induced myeloid leukemia cell differentiation protein Mcl-1 (Homo sapiens), Q07820;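 active = compounds that cut the binding signal by more than half at the single screening dose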;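 also: His-tagged Mcl-1 with europium anti-His antibody binding Bid BH3 peptide; 0% = Mcl-1 plus peptide wells and 100% = peptide-only wells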
# Bcl-2 Bim block = inhibitors of Bim-Bcl-2 binding, primary screen, biochemical, multiplexed, human Bcl-2 family | inhibition, % at 10 µM | Bead-based flow cytometry, Bim peptide-Bcl-2 binding | Apoptosis regulator Bcl-2 (Homo sapiens), P10415 | hit rate 0.06% among 190,000 | AID 950, 2007; in the data active = inhibition above about 40%; inconclusive = no clear call, values can overlap the other calls;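 also: 0% = no compound wells with probe peptide and 100% = reference peptide inhibitor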
# Target sequence (P10415 whole entry, looked up): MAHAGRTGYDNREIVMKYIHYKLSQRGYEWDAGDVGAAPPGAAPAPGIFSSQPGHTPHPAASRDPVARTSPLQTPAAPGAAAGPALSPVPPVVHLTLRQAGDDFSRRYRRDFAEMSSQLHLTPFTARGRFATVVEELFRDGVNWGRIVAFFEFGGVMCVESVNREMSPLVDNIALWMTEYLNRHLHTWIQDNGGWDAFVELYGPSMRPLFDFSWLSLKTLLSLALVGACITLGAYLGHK
# Bcl-W Bim block = inhibitors of Bim binding to Bcl-W, primary screen, biochemical, multiplexed, bead-based flow cytometry | AID 952, 2007 | inhibition, % at 10 µM | Bim peptide-Bcl-W binding | hit rate 0.02% among 190,000 | Bcl-2-like protein 2 (Homo sapiens), Q92843;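 also: 0% = bound tracer without compound and 100% = peptide blocker; higher means less fluorescent Bim peptide bound to Bcl-W beads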
# Target sequence (Q92843 whole entry, looked up): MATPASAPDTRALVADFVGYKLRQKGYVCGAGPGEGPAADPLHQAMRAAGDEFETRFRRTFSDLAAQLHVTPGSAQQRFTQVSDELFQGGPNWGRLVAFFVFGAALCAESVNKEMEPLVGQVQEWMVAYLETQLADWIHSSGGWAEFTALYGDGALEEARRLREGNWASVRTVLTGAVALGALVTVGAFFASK
# RGS4-Gao reg = modulators of RGS4 binding to Galphao, primary screen, biochemical, multiplexed bead flow cytometry; hit rate 0.33% among 220,000; binding response (% of control), % at 10 µM; Guanine nucleotide-binding protein G(o) subunit alpha (Homo sapiens), P09471; AID 1415, 2008; actives lie on both sides; in the data active = binding response below about 49% or above about 150%; inactive = in between;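 also: fluorescent Galphao activated with aluminum fluoride binding bead-coupled RGS4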
# RGS7-Gao = RGS7-Galphao binding modulators, primary screen, biochemical, multiplexed bead flow cytometry; Guanine nucleotide-binding protein G(o) subunit alpha (Homo sapiens), P09471; actives lie on both sides; hit rate 0.35% among 220,000; binding response (% of control), % at 10 µM; in the data active = binding response below about 49% or above about 150%; inconclusive = no clear call, values can overlap the other calls; inactive = in between;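 also: fluorescent Galphao held in activated GDP-AlF4 state binding bead-coupled RGS7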
# RGS8-Gao = RGS8-Galphao binding modulators, primary screen, biochemical, multiplexed bead flow cytometry. actives lie on both sides. hit rate 0.34% among 220,000. AID 1423, 2008. response (percent of control binding), % at 10 µM. Guanine nucleotide-binding protein G(o) subunit alpha (Homo sapiens), P09471; in the data active = response below about 60% or above about 140%; inactive = in between;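 also: Galphao activated as the GDP aluminium fluoride complex binding bead-coupled RGS8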
# Bim-Bcl-B = inhibitors of Bim-Bcl-B binding, primary screen, biochemical, multiplexed, human Bcl-2 family; bead-based flow cytometry, Bim peptide-Bcl-B binding; inhibition, % at 10 µM; Bcl-2-like protein 10 (Homo sapiens), Q9HD36; hit rate 0.073% among 190,000; AID 951, 2007;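 also: 0% = tracer peptide without compound and 100% = reference inhibitor peptide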
# Bfl-1 Bim block = inhibitors of Bim binding to Bfl-1, primary screen, biochemical, multiplexed, bead-based flow cytometry; Bim-Bfl-1 binding inhibition; inhibition, % at 10 µM; hit rate 0.12% among 190,000;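 also: 0% = wells without compound plus tracer and 100% = blocker peptide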
# Mcl-1 Bim block = inhibitors of Bim peptide binding to Mcl-1, primary screen, biochemical, bead-based flow cytometry, multiplex. Induced myeloid leukemia cell differentiation protein Mcl-1 (Homo sapiens), Q07820. Bim peptide-Mcl-1 binding. inhibition, % at 10 µM. hit rate 0.1% among 190,000. AID 1009, 2008;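 also: 0% = no compound tracer wells and 100% = peptide blocker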
# * marks the source's active call; other numbers are inactive results; ? = inconclusive; · = not tested or not shown. Rule as the data show it, unless noted: active = inhibition above about 40%.
# Each structure is followed by: Mcl1-Noxa inh	Bcl-XL Bim block	Mcl1-Bid inh	Bcl-2 Bim block	Bcl-W Bim block	RGS4-Gao reg	RGS7-Gao	RGS8-Gao	Bim-Bcl-B	Bfl-1 Bim block	Mcl-1 Bim block
1	CCC1Oc2ccccc2N(CC(=O)NCCCN2CCN(Cc3ccccc3)CC2)C1=O (centres undefined)
    15	-7	-23	-11	1	101	98	102	-6	-13	-2
2	COC(=O)c1cc(C(=O)CSc2nc(C)cc(C)n2)ccc1O
    -1	-15	-22	-20	-8	96	94	96	-11	-21	-10
3	NS(=O)(=O)c1ccc(N/N=C/c2ccc(O)cc2O)c([N+](=O)[O-])c1
    35	·	-2	·	·	103	?	100	·	·	·
4	CCCCNC(=O)CSc1nnc(NC(C)=O)s1
    -16	-4	-14	-1	-1	103	101	99	0	0	-2
5	CCCC(=O)Nc1nc(C)c(-c2csc(Nc3ccccc3C)n2)s1
    31	0	-58	1	4	105	104	103	-3	2	0
6	COc1cc(/C=N/Nc2cccc3cccnc23)cc(OC)c1O
    39	2	-34	6	7	92	90	96	1	13	3
7	CC(C)(C)c1[nH]nc2c1C(c1ccsc1)C(C#N)=C(N)O2 (centres undefined)
    8	-1	-41	0	-1	101	101	101	-3	-7	-2
8	CCCCn1c(SCC(=O)NCc2ccco2)nc2ccc(N3CCOCC3)cc2c1=O
    25	4	-85	2	4	97	98	98	-1	8	1
9	O=C(O)c1ccc(CSCc2ccccc2F)o1
    27	-3	5	-11	-2	99	98	98	-9	-11	-2
10	Cc1cc(/C([O-])=C(/C(=S)Nc2ccccc2)[n+]2ccccc2)c(C)n1-c1ccccc1
    6	-4	-11	-8	-1	84	87	97	-12	2	0
11	C=CCN1CC2CC3(COc4cc(C)cc(C)c4)C=CC2(O3)C1=O (centres undefined)
    -8	-1	-8	1	-1	103	98	101	1	0	1
12	O=C(NC1=NC2CCCCC2N1)c1ccccc1 (centres undefined)
    -2	-3	4	-7	-3	103	104	103	-6	-7	-4
13	CCC(C)(C)NC(=O)c1cc([N+](=O)[O-])ccc1N1CCOCC1
    -5	11	-2	4	6	108	105	105	8	1	5
14	COc1ccc2[nH]c(=O)c(CN(Cc3cccs3)Cc3nnnn3C(C)(C)C)cc2c1
    1	-5	6	-7	-1	110	106	106	-12	-12	-3
15	CCCCCOC(=O)Cn1c(SCC(=O)Nc2ccccc2)nc2c1c(=O)[nH]c(=O)n2C
    22	0	-27	0	0	103	99	97	-1	0	-1
16	COc1ccc(-n2nc([N+](=O)[O-])c(=NCCc3ccc(Cl)cc3)n2O)cc1
    4	-3	-9	-3	0	98	101	100	-1	-3	0
17	Cc1onc(-c2ccccc2)c1C(=O)Nc1ccc(S(=O)(=O)N2CCCC2)cc1
    24	0	-8	-1	1	101	102	106	-2	-3	2
18	COc1ccc(-c2nnc(SCc3ncc(-c4ccccc4)o3)o2)cc1
    -11	-6	-12	-8	-5	97	104	100	-11	-14	-5
19	O=C(CCC(=O)c1cccs1)NCc1ccc(F)cc1
    -7	-2	0	-6	1	89	98	94	-6	-8	0
20	CCOC(=O)N1CCN(C(=O)CN(c2cc(Cl)ccc2OC)S(=O)(=O)c2ccccc2)CC1
    9	-4	-11	-13	-2	101	100	99	-7	-18	-3
21	NS(=O)(=O)c1ccc(Nc2nc(-c3ccc(O)cc3O)cs2)cc1
    44	26	2	5	26	100	95	95	20	11	15
22	COc1ccccc1/C=C/C=N/n1c(-c2ccc(F)cc2)n[nH]c1=S
    1	·	-1	·	·	89	?	100	·	·	·
23	CC(=O)c1ccc(NC(=S)NCCc2ccc(S(N)(=O)=O)cc2)cc1
    22	-1	-19	0	0	99	?	99	-2	-5	0
24	O=C(O)c1sccc1SCc1ccc(Cl)c(Cl)c1
    5	-6	-9	-5	-1	102	98	102	-6	-9	0
25	O=C(CSc1nnc(-c2ccco2)n1-c1ccccc1)N1CCOCC1
    2	3	-23	-12	4	104	98	104	-7	-13	0
26	COc1ccccc1N1CCN(C(=O)COc2cc(C)cc(C)c2)CC1
    3	-3	-23	-5	-4	105	?	103	-4	-8	-3
27	COc1cc(OC)cc(-c2cc(N)n(S(=O)(=O)Cc3ccccc3)n2)c1
    -2	-3	-12	-7	0	102	99	101	-8	-15	-3
28	CCN(CC)C(=O)CSc1nc2cc3c(cc2c(=O)n1CCCCCC(=O)NCc1ccc(OC)cc1)OCO3
    -1	1	5	-3	0	104	98	103	-1	-2	3
29	COCc1cc(C)nc(SCc2nc3ccccc3c(=O)[nH]2)c1C#N
    10	-4	-1	-6	-3	99	103	100	-7	-5	-2
30	C=CCSc1nc(=O)n2ccccc2n1
    3	-2	-22	-2	0	106	?	99	-3	-5	-3
31	O=C(O)CC[C@@H](C(=O)O)N1C(=O)c2ccccc2C1=O
    4	·	-23	·	·	96	?	101	·	·	·
32	CCOc1ccc(C(=O)N(C)C2CCS(=O)(=O)C2)cc1 (centres undefined)
    -3	-4	-18	-6	0	98	105	101	-6	-7	-2
33	CCOC(=O)C1=C(C)NC(=S)N(C(C)=O)C1c1ccccc1 (centres undefined)
    11	1	-7	2	1	101	105	103	0	4	1
34	COC(=O)c1ccc(NC(=O)CSc2nnc(CNc3ccc(OC)cc3)n2C)cc1
    8	-10	-26	-13	-2	95	93	97	-8	-11	-2
35	CC1(C)CC2CC(C)(CN2CC(O)COc2ccccc2)C1 (centres undefined)
    34	-1	28	-4	0	103	99	101	-3	-4	0
36	COc1ccc(CN2CCN(C(=O)c3ccco3)CC2)cc1OCc1ccccc1
    35	-3	31	-7	0	101	98	101	-2	-10	2
37	O=C1CC(c2ccco2)=Nc2ccccc2N1
    20	-3	-8	-4	-3	103	101	101	-2	0	-2
38	CC(Sc1ccc2c(c1)OCCO2)C(=O)Nc1ccc(N2CCOCC2)cc1 (centres undefined)
    12	-2	-31	-3	-2	100	99	100	-5	-3	-2
39	CCN(CC)c1nc(N2CCOCC2)c(C#N)c2c1CN(C)CC2
    -8	0	-48	-3	2	102	99	100	-5	-10	4
40	Cc1cc(C)nc(/N=C(/NC(=O)Nc2ccc(Cl)c(Cl)c2)Nc2ccccc2)n1
    9	-2	-6	-2	0	100	99	101	0	-1	2
41	COc1ccccc1-c1n[nH]c(=S)n1N
    13	-2	-46	2	1	95	97	99	-8	-3	0
42	CNS(=O)(=O)c1cccc(C(=O)OCC(=O)Nc2ccccc2OC(F)F)c1
    6	-4	-29	-2	8	101	104	101	-6	-12	1
43	Cn1c(=O)c(=O)n(C)c2cc(S(=O)(=O)N3CCN(c4ccc(F)cc4)CC3)ccc21
    30	-4	-7	0	-1	99	95	90	-1	-3	-3
44	Cc1ccc(Nc2nc(N)nc(CN3CCN(Cc4ccc5c(c4)OCO5)CC3)n2)cc1C
    6	-6	-33	-3	-3	97	97	102	-5	-10	-3
45	C=CCSc1nnc(NC(=O)CSc2nc3ccccc3o2)s1
    31	1	-10	2	2	97	97	97	3	5	-1
46	CCN=C(NCC)SC1CC(=O)N(c2ccccc2)C1=O (centres undefined)
    -8	0	3	-4	0	97	97	87	0	0	0
47	CC(=O)Nc1ccc(OC(=O)c2cc3ccccc3oc2=O)cc1
    21	-3	-2	-8	-3	98	99	99	-9	-13	-2
48	COc1cc(NC(=O)c2cc(Cl)nnc2Cl)cc(OC)c1OC
    5	-1	-10	0	2	99	?	101	-3	-5	0
49	CCN(CC)C(=O)Oc1ccc2ccccc2c1Cl
    11	-7	-3	-6	-4	100	100	102	-5	-11	-1
50	CCN(CC)C(=O)CSc1nc2cc3c(cc2c(=O)n1Cc1ccco1)OCO3
    4	0	9	0	0	103	98	101	-1	-1	0
51	Oc1cccc2ccc(/C=C/c3cccs3)nc12
    -79	-2	-144	-7	5	99	97	103	-5	-10	0
52	COc1ccc(NC(=O)C(CCS(C)(=O)=O)N2C(=O)c3ccccc3C2=O)cc1 (centres undefined)
    2	2	-27	-3	4	102	101	101	0	-4	0
53	CCNC(=S)N(CCc1c(C)[nH]c2ccccc12)Cc1cc(OC)c(OC)c(OC)c1
    -7	-1	-12	-1	-3	·	·	·	-2	1	-2
54	Cc1onc(-c2ccccc2)c1C(N)=O
    10	-1	-18	-10	0	100	98	102	-9	-11	-2
55	CCN1C(=O)C(CC(=O)Nc2ccccc2)S/C1=N\c1ccccn1 (centres undefined)
    -1	-1	-3	0	3	100	100	99	0	-1	2
56	CC(=O)/C(=N\Nc1ccc(C)cc1)N1CCOCC1
    ·	-9	-23	-9	0	98	101	99	-6	-10	0
57	Cc1cc(-c2n[nH]c(=S)n2/N=C/c2c[nH]c3ccccc23)n[nH]1
    16	·	-13	·	·	101	?	100	·	·	·
58	COc1cccc(C(=O)Nc2ccc(S(=O)(=O)Nc3onc(C)c3C)cc2)c1
    3	9	-19	2	-1	101	99	93	5	1	3
59	COc1ccc(Br)c2oc(SC)cc(=O)c12
    17	8	15	5	9	95	95	95	5	6	5
60	Cc1ccc(SCC(=O)Nc2ccc(F)cc2[N+](=O)[O-])cc1C
    3	-6	-1	-4	-5	101	99	101	-7	-3	-4

# The list continues:
# Each structure is followed by: Mcl1-Noxa inh	Bcl-XL Bim block	Mcl1-Bid inh	Bcl-2 Bim block	Bcl-W Bim block	RGS4-Gao reg	RGS7-Gao	RGS8-Gao	Bim-Bcl-B	Bfl-1 Bim block	Mcl-1 Bim block
61	Cc1ccc(/C=C/C(=O)Nc2ccc(N(C)C)cc2)o1
    95*	6	10	13	23	84	92	80	8	32	2
62	O=C(CSc1nccc(=O)[nH]1)c1cc2ccccc2o1
    8	·	-11	·	·	97	?	97	·	·	·
63	CSc1ccc(N2CCN(CCCNC(=O)Nc3ccccc3F)CC2)cc1
    40	-12	-13	-10	-1	96	99	100	-8	-16	-4
64	CCOC(=O)Cn1nc(C)n(-c2ccc(Br)cc2)c1=O
    -2	0	-13	-3	-2	100	102	99	-2	-2	0
65	CCOc1ccc(-c2[nH]ncc2Oc2ccccc2OC)c(O)c1
    7	-3	14	-8	1	91	88	92	-5	-9	-2
66	Cc1ccc(C(=O)O)cc1N1C(=O)CCCC1=O
    8	6	-4	1	14	92	95	92	1	8	0
67	CC1CC(C)CN(C(=O)/C=C/c2ccc([N+](=O)[O-])s2)C1 (centres undefined)
    -8	-5	13	-1	-3	18*	15*	14*	-16	-3	-2
68	O=C(c1ccco1)N1CCN=C1SCc1cccc(Cl)c1
    -9	-2	-8	-9	-3	103	105	105	-2	-6	2
